ALOX12 inh = blocks human arachidonate 12S-lipoxygenase; P18054; purified 12hLO, xylenol orange hydroperoxide absorbance; Potency, µM (titrated, usually from 108 µM), inactives show at the top dose activity change, negative = inhibition, hits mostly inhibitors; actives 1.1% (n = 580,000); AID 1671190; active means well fitted inhibition curve with a large enough effect; inconclusive means small, poorly fitted or top-dose-only effect, or another doubt; inactive means no such curve, though single readings can be large or run the other way
Target sequence (P18054 whole entry, looked up): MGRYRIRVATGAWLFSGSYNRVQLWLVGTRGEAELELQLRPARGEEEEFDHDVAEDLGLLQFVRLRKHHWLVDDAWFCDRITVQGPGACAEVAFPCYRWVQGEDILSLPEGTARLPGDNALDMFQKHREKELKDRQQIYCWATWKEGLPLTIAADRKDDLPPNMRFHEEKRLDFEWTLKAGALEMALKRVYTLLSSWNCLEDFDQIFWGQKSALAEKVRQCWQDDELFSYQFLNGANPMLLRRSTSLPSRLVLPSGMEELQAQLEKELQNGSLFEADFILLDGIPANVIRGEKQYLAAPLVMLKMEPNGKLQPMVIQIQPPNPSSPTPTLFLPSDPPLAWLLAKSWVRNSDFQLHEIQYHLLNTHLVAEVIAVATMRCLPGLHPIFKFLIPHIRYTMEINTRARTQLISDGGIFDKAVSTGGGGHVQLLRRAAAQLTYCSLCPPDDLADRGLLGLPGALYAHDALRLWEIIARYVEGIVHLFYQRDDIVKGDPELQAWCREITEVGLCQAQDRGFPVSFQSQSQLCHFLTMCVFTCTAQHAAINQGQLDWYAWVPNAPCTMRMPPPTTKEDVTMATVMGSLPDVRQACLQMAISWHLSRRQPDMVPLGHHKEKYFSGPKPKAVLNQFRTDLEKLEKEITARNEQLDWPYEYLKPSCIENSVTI
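Purified human 12hLO at 150 nM in 25 mM Hepes, 0.01% Triton X-100, pH 7.0, preincubated 15 min at room temperature with compound. Reaction started with 40 uM arachidonic acid, 30 min at room temperature. Hydroperoxide measured by Fe-xylenol orange, 573/405 nm absorbance ratio.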
* = called active by the depositor; u = inconclusive; & = joins results of further samples; [ ] = remark or other dose. On the % scale 0 is the no-effect control and ±100 the full control effect; potency means the concentration at half of the fitted maximal effect. A portion of the library; the hit share may differ from the screen's.

molecule	ALOX12 inh
CC(C(=O)N1CCCC1)N1CCC2(CCC(=O)N(CCO)C2)CC1 (stereo not drawn)	12%
COc1ccc(NC(=O)c2sc3nc4c(c(-c5ccco5)c3c2N)CCC4)cc1	u
COc1cc(NC(=O)CN2C(=O)COc3cc(C(C)(C)C)ccc32)cc(OC)c1	53%[activator]
O=C(Nc1ccc([C@H]2OCC(=O)N(Cc3cccnc3)[C@@H]2CO)cc1)c1cc(F)cc(F)c1	-8%
O=C(NCc1nnc2c(-c3nc(C4CC4)no3)cccn12)c1ccc(F)cc1Cl	71%[activator]
CCCOC(=O)c1ccc(NC(=O)COc2cc(C)c(Cl)c(C)c2)cc1	26%
C=C(C)C1CCC(C)=C1CC/C(C)=N\NC(N)=O (stereo not drawn)	-5%
COc1ccc(C(=O)N2CCC3(CC2)CC(OC)CCO3)cc1 (stereo not drawn)	46%[activator]
O=C(O)C1=NOC2CN(Cc3ccc(C(F)(F)F)cc3)CC12 (stereo not drawn)	-14%[6.33 µM]
Cc1ccc(C(=O)C(C)Sc2nnnn2C)cc1 (stereo not drawn)	u
Cc1cccc(C(=O)N2CCC3(CC2)CC(Cc2ccc(F)cc2)CCO3)c1 (stereo not drawn)	u
Cc1ccc(S(=O)(=O)N2CCN(Cc3cccc4cccnc34)CC2)cc1	3%
Cn1c(=O)c2c(ncn2CC(=O)c2ccc3c(c2)CCC3)n(C)c1=O	u
CCN(Cc1ccccc1)C(=S)Nc1ccc(C)cc1C	38%
COCCNC(=O)CCCN1C(=O)COc2ccc(C(=O)COc3c(C)ccc(C)c3C)cc21	33%
CSc1nccc(N2CCC(c3nccn3Cc3cccnc3)CC2)n1	41%
O=C(Cc1ccccc1F)NCCC1CCN(C(=O)Nc2cc(F)cc(F)c2)CC1	-9%
CNc1ccc(C)cc1C(=O)NC(C(=O)O)c1c(C)n[nH]c1C (stereo not drawn)	21%
CC(C)CC(=O)N1CCC2(CC1)CC(N(Cc1ccc(F)cc1)C1CC1)CCO2 (stereo not drawn)	-3%
CN1CCN(c2oc(-c3ccc(S(=O)(=O)N4CCCCC4)cc3)nc2C#N)CC1	-6%
CCOc1ccc(NC(C)=O)cc1S(=O)(=O)Nc1ccccc1-c1nnc2n1CCCCC2	14%
CC(NC(=O)CCc1ncc(-c2ccccc2Cl)o1)c1ccc(S(N)(=O)=O)cc1 (stereo not drawn)	-3%
CCn1ccc(C(=O)N2CCC3(CC2)NCCc2c3[nH]c3ccc(OC)cc23)n1	25%
Cc1ccc(NC(=O)Cn2c(=O)c(-c3noc(C)n3)c3n(c2=O)CCCC3)cc1	21%
COCCn1nc2n(c1=O)CCN(Cc1scnc1C)CC2	-6%
CCC(=O)N1CCCC(c2nc(-c3cccnn3)no2)C1 (stereo not drawn)	14%
NC(=O)CN1CCC(NC(=O)c2ccc(Oc3ccccc3)cc2)CC1	29%
O=Cc1cc(O)ccc1Br	u
COc1ccc(Cl)cc1N(CC(=O)N1CCc2ccccc2C1)S(C)(=O)=O	12%
CCCn1c(C)cc(C(=O)COc2ncnc3ccccc23)c1C	u
COc1ccc(C(=O)/C=C/c2ccc(OCC(=O)O)c(OC)c2)cc1F	u
COc1cccc(N2Cc3nc(=O)n(CC(=O)NCc4ccccc4)n3C2=O)c1	u
COc1ccc(CNC(=O)Cn2c(=O)nc3n2C(=O)N(c2ccccc2)C3)cc1	45%
Cc1nn(CC(=O)Nc2ccccc2)c(C)c1S(=O)(=O)N1CCC(C)CC1	-33%
COc1cc(C)c(NC(=O)CC2CC3CCC2C3)cc1OC (stereo not drawn)	1%
CC1=NS(=O)(=O)N(C)C=C1C(=O)OCc1nc(-c2ccccc2)oc1C	1%
COc1ccc(CC(=O)NC(C)C(=O)N2CCN(c3ccccn3)CC2)cc1 (stereo not drawn)	23%
COc1cccc(CNC(=O)[C@@H]2C[C@@H](O)CN2C2CCN(C(=O)c3cccc(F)c3)CC2)c1	36%[activator]
CC(C)CC(=O)N1CCC2(CC1)N(C)C(=O)CS2(=O)=O	8%
COc1ccc(-c2noc(CSc3nc4ccccc4o3)n2)cc1	-26%
NCCCCN1CCCCC1	16%
CCn1c(CN2CCCN(c3ncccn3)CC2)nnc1C1CC(N)C1 (stereo not drawn)	10%
Cc1cccc(C)c1NC(=O)CN(C)CC(=O)NC(=O)NCC(F)(F)F	-3%
COc1cc(Cl)ccc1S(=O)(=O)N1CCC(C(N)=O)CC1	-11%
O=C(NCc1ncc(-c2ccccc2)o1)C1CCCCC1	40%[activator]
CC(Oc1cccc(Cl)c1)C(=O)NCc1nnc2ccc(-c3ccccc3)nn12 (stereo not drawn)	45%[activator]
Cc1cccc(CC(=O)N2CCCN(S(C)(=O)=O)c3ccccc32)c1	43%[activator]
CN1C[C@@H]2CCCN3CCC[C@@H]([C@H]23)[C@H]1CCCC(=O)NCCCN1CCOCC1	77%[activator]
CC(=O)Nc1ccc(OCC(=O)NC(C)c2ccccc2)nc1 (stereo not drawn)	32%
O=C(Cn1nc2c(cc1=O)CCCC2)N1CCC(c2noc3cc(F)ccc23)CC1	16%
O=C(NCc1nnc2c(-c3nc(C4CC4)no3)cccn12)c1ccccc1Cl	54%[activator]
Cc1cc2cc(-c3c(C)noc3C)nc(Nc3ccccc3)c2o1	-10%[176 µM]
O=c1[nH]cccc1NS(=O)(=O)c1ccc(F)cc1	u
CN(C)Cc1ccccc1-c1cncnc1Nc1ccc(F)cc1	u
CCN(CC(=O)NC(=O)NC)Cc1ccc(C#N)cc1F	0%
Cn1c(=O)c2c(nc(Cl)n2CC(=O)N2CCCC2=O)n(C)c1=O	-28%

Further entries.
molecule	ALOX12 inh
CSc1ccc(-c2ccc(C(=O)O)cc2)cc1	3%[12.5 µM]
CCOc1ccc(CC(=O)NC2CCN(c3cc(-c4ccccc4)[nH]n3)CC2)cc1	1%
Brc1ccc(-c2noc(/C=C/c3ccccc3)n2)cc1	u
O=C(NCC12CCCC=C1N(CC1CC1)C(=O)CC2)c1ccncc1 (stereo not drawn)	-13%
O=C(NC1CCN(Cc2ccccc2)CC1)c1nnn2c1COC(c1ccc(F)cc1)C2 (stereo not drawn)	30%
CC(=O)c1cnn(-c2cc(Nc3ccc(F)cc3F)nc(C)n2)c1C	u
COc1cc(-c2cc(C(=O)O)c3ccccc3n2)ccc1O	u
O=C(N[C@@H]1C[C@H]2CC[C@@H]1C2)c1c(Cl)cccc1Cl	31%[activator]
CNC(=O)[C@@H](c1ccc(OC)cc1)N1CCC[C@H]1C(=O)N1CCCC1	u
COCCN1CC2(CCCN(C(=O)CNC(N)=O)C2)CCC1=O (stereo not drawn)	-5%
CCOC(=O)CCNC(=O)N1CCC(C(=O)N2CCCCCCNC(=O)CC2)CC1	-7%
O=C1NCCCCCCN(C(=O)c2cccs2)[C@H]2C[C@H](c3nc(-c4cccnc4)no3)C[C@@H]12	16%
CCc1c(-c2cccc(OC)c2)ncn1CCc1ccccc1OC	-13%
CSc1ccc(C(=O)Nc2cc(C)ccc2F)cc1	2%
CC(C)c1nncn1C1CCN(S(=O)(=O)c2ccc(F)c(Cl)c2)CC1	6%
COc1ccc(C(=O)N2CCN(c3nc4cccnc4o3)CC2)cc1C#N	-2%
COc1ccccc1CNC(=O)c1ccccc1C(F)(F)F	2%
Cc1ccc(S(=O)(=O)c2nc(-c3ccco3)oc2N(C)C)cc1	43%[activator]
O=C1c2c(nc(COc3ccc(Cl)cc3)n2Cc2ccccc2)NCCN1CCOc1ccccc1	57%[activator]
C[C@@H]1C(=O)O[C@H]2[C@H]1CC[C@@]1(C)Cc3sc(NS(=O)(=O)c4ccc(Cl)cc4)nc3[C@@H](C)[C@H]21	u
COCCN1CCCCCC(O)c2cc(C(=O)NCC(C)C)ccc21 (stereo not drawn)	37%[activator]
COc1ccc2nc(SCc3nc(-c4cccc(Cl)c4)no3)[nH]c2c1	-1%
Cc1ccc(NC(=O)Cn2nc3n(c2=O)CCCC3)c(C)c1	30%[activator]
COc1c(F)cc(CNCC2(O)CCCNC2)cc1F (stereo not drawn)	41%
Cc1noc(-c2ccn3c(CNC(=O)c4ccc(C)c(C)c4)nnc3c2)n1	11%
CSc1ccc(CN2CCOc3ccc(CN4CCCCC4CO)cc3C2)cc1 (stereo not drawn)	-7%
O=C(c1c(O)cccc1O)N1CCOC(C(F)(F)F)C1 (stereo not drawn)	3%
O=S(=O)(c1cccnc1)N1CCCC2(C1)Nc1cccnc1NC2=NCc1ccccc1 (stereo not drawn)	54%[activator]
CCCNC(=O)c1ccc2c(c1)S(=O)(=O)N=CN2CCC	-2%
O=C1CCCCN1CC(=O)N1CCCC(Nc2ccccc2)C1 (stereo not drawn)	40%
Cc1nnc(-c2cc(-c3cccc(F)c3)ccn2)n1CCN1CCOCC1	13%[176 µM]
COc1ccccc1NC(=O)C(=O)c1c[nH]c2ccccc12	-7%
COc1ccccc1C(=O)NC[C@@H]1C=C(C)[C@H](Cc2nc3ccccc3[nH]2)C[C@H]1C(C)C	39%[activator][176 µM]
CSC(C)C(=O)Nc1sccc1C#N (stereo not drawn)	44%
O=C1c2ccccc2CN1C1CCN([S+](=O)([O-])c2ccccc2)CC1	8%[6.33 µM]
CC(C)c1noc(-c2cn(C3CCN(C(=O)c4ccc(F)c(F)c4)CC3)nn2)n1	20%
CCOc1cc2c(cc1NC(=O)CC1C=CCC1)OC(C)C2 (stereo not drawn)	5%
COc1ccc(CC(=O)N2CCc3c(nc4cc(-c5ccccc5Cl)[nH]n4c3=O)C2)cc1	u
Cc1ccc(CNC(=O)c2ccc3c(c2)CN(C2CCC2)CCO3)cc1	24%
c1ccc2cc(CNC3CC3)ccc2c1	-30%
O[C@@H]1C[C@@H](c2nc(-c3cnccn3)no2)N(Cc2cccs2)C1	10%[176 µM]
c1ccc(COc2ccc(CNc3ccccc3)cc2)cc1	-19%
CCOC(=O)c1cc2n(n1)CC(C)(C(=O)NCCC(C)C)N(c1cccc(Cl)c1C)C2=O (stereo not drawn)	-5%
CCC(C)NC(=O)N1CC(c2nc(CCOCC3CCOCC3)no2)C1 (stereo not drawn)	47%[activator]
O=C(Cn1ccn2nc(-c3ccccc3)c(CO)c2c1=O)Nc1ccc(Cl)cc1	-24%
COc1cccc(C(=O)N2CCN(C(C(=O)O)c3cc(C)cc(C)c3)CC2)c1 (stereo not drawn)	17%
COc1ccc(-c2cc(N3CCC(NC(=O)Cc4c(F)cccc4Cl)CC3)n[nH]2)cc1	24%
CCCCNC(=O)CN1C(=O)NC2(CCOCC2)C1=O	37%

Reformatted: entries from further up.
> c1ccc(COc2ccc(CNc3ccccc3)cc2)cc1
- ALOX12 inh: -19%

> COc1ccc(-c2cc(N3CCC(NC(=O)Cc4c(F)cccc4Cl)CC3)n[nH]2)cc1
- ALOX12 inh: 24%

Going on with the list.
molecule	ALOX12 inh
CC(=O)NC1CCN(c2nc3ncccc3o2)CC1	34%&4%[activator][176 µM]
COc1cccc(-c2n[nH]c3c2CN(C(=O)c2oc(C)cc2C)CC3)c1	4%
COCCNC(=O)C[C@@H]1C[C@H]2O[C@H](CNC(C)C)[C@@H](O)[C@H]2O1	4%[176 µM]
Cc1cc(CN2CCC3(CC2)CN(c2ncccn2)CC3CO)n(C)n1 (stereo not drawn)	71%[activator]
Cc1ccc(OCC(=O)N2CCCC(c3nn(C)c(=O)n3C(C)C)C2)cc1 (stereo not drawn)	9%
COCCN1CC(CO)C2(CCN(C(=O)Cc3cccc(F)c3)CC2)C1 (stereo not drawn)	20%
O=C(c1cccc(-n2cnnc2)c1)N1CCC[C@H]1c1nc(-c2ccncc2)no1	65%[activator]
CCNC(=O)[C@@H]1C[C@H](NC(C)=O)CN1Cc1ccc(OC2CCCC2)cc1	24%
COc1ccc(Cn2c(C3CCN(C(=O)c4ccc(C)cc4)CC3)n[nH]c2=O)cc1	-11%
COC(=O)C1=C(C)N(C)C(=NCc2cccc(C(F)(F)F)c2)NC1c1ccc(F)cc1 (stereo not drawn)	-21%
Cc1cnc(NC(=O)[C@@H](NC(=O)c2ccccc2F)C(C)C)s1	-8%
CCCCn1c2c(c(=O)[nH]c1=O)C(c1ccc(Br)cc1)C1=C(COC1=O)N2 (stereo not drawn)	-58%
O=C(CCc1ccccc1)N1C[C@@H](CO)[C@H](c2nc(C3CC3)no2)C1	6%
Cc1noc(-c2ccn3c(CNC(=O)c4cccc(Cl)c4)nnc3c2)n1	11%
CCCCCC1CCC(c2ccc(C(=O)Oc3cccnc3)cc2)CC1 (stereo not drawn)	8%

An excerpt of the results above, as a working copy:
molecule	ALOX12 inh
CCCCn1c2c(c(=O)[nH]c1=O)C(c1ccc(Br)cc1)C1=C(COC1=O)N2 (stereo not drawn)	-58%
O=C(CCc1ccccc1)N1C[C@@H](CO)[C@H](c2nc(C3CC3)no2)C1	6%
Cc1noc(-c2ccn3c(CNC(=O)c4cccc(Cl)c4)nnc3c2)n1	11%
CCCCCC1CCC(c2ccc(C(=O)Oc3cccnc3)cc2)CC1 (stereo not drawn)	8%
